GRP78 ERSR act: inducers of ER stress response in human glioma cells | U87-MG GRP78 promoter luciferase reporter, 16 h | Potency, µM, inactives show at the highest dose activation, most hits filed as activators | actives 0.02% (n = 420,000); further: potency means the concentration at half of the fitted maximal effect; series mostly up to about 76 µM; % of control where 0% means no effect; nearly all actives have a fitted effect of over 35% in size
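Stably transfected U87-MG human glioma cells carrying a GRP78-based luminescent sensor were seeded at 1000 cells/well, pin-dosed with compounds and incubated 16 h. Luciferase reagent was then added, and end-point luminescence was read after 10 min at room temperature.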
D2 PAM: positively modulates the human D2 dopamine receptor allosterically | AID 485347 | P14416 | actives 0.34% (n = 340,000) | HEK293 T-REx D2, calcium flux, EC20 dopamine potentiation | potentiation, % at 10 µM;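 active means potentiation over 3 SD above the plate norm, cut at about 30% in these data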; further: 0% is about no effect
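Calcium flux readout, no-wash dye, 1 read/s. Inducible HEK293 Trex D2 line, overnight 30 C. Compound alone 180 s (agonist flags), then EC20 dopamine, another 180 s to score potentiation.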
Vif-A3G inh: blocks the Vif interaction with human APOBEC3G. Q9HC16. HeLa A3G-eYFP + Vif (tagged APOBEC3G with the HIV-1 protein that degrades it), YFP fluorescence, overnight. Potency, µM (top dose mostly 46.1 µM), inactives show at the highest dose activity, negative = active, usual class: inhibitors. actives 0.076% (n = 410,000);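 further: potency means the concentration at half of the fitted maximal effect; on the % scale 0 is the no-effect control and ±100 the full control effect; nearly all actives have a fitted effect of over 60% in size; hits raise eYFP signal because A3G escapes Vif-driven loss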
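HeLa cells stably expressing Vif and C-terminally eYFP-tagged A3G, seeded overnight at 37 deg C, then exposed to compound by pintool overnight at 37 deg C. Rise in yellow fluorescence (Ex 488/Em 500-530, Acumen) marks blocked Vif-driven A3G degradation.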
D1 agonist: human D1 receptor agonism; P21728; HEK293 T-REx D1 cells, calcium flux, agonist mode; activation, % at 2 µM; actives 1% (n = 360,000); in the data active means activation above about 30%; further: 0% is about no effect
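Tetracycline-induced HEK293 TREx D1 cells, force-coupled to calcium signalling, were dye-loaded with a no-wash calcium kit. Compound was pin-added after a 10 s baseline. Fluorescence was read kinetically at 1 cycle/s for 180 s, with calcium rises flagged as agonism.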
D1 potentiator: human D1 dopamine receptor positive modulation. HEK293 TREx D1 cells, calcium flux, dopamine EC20 potentiation. AID 504651. actives 0.036% (n = 360,000). P21728. potentiation, % at 10 µM; in the data active means potentiation above about 30%; further: 0% is about no effect
Vif-A3F inh: inhibitors of Vif-A3F interaction; actives 0.2% (n = 390,000); Potency, µM (top dose mostly 46.1 µM), for the others: at the top dose activity, negative = active; HeLa A3F-eYFP + Vif (tagged APOBEC3F with the HIV-1 protein that degrades it), YFP fluorescence increase; further: potency means the concentration at half of the fitted maximal effect; % of control where 0% means no effect; nearly all actives have a fitted effect of over 65% in size
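Fluorescence increase (Ex 488/Em 500-530) after overnight compound treatment at 37 deg C flags inhibition of Vif-driven A3F-eYFP loss in stable HeLa A3F-eYFP/Vif cells seeded overnight beforehand.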
RXFP1 ag: RXFP1 (human) receptor agonism; actives 0.3% (n = 370,000); Q9HBX9; Potency, µM (series often up to 57.5 µM), without a hit: top-dose activation, usual class: activators; HEK293T-RXFP1 cAMP TR-FRET, 30 min; response scale: percent of porcine relaxin response, buffer zero; further: potency means the concentration at half of the fitted maximal effect; on the % scale 0 is the no-effect control and ±100 the full control effect; nearly all actives have a fitted effect of over 60% in size; many of its hits are not listed in these tables
Target sequence (Q9HBX9 whole entry, looked up): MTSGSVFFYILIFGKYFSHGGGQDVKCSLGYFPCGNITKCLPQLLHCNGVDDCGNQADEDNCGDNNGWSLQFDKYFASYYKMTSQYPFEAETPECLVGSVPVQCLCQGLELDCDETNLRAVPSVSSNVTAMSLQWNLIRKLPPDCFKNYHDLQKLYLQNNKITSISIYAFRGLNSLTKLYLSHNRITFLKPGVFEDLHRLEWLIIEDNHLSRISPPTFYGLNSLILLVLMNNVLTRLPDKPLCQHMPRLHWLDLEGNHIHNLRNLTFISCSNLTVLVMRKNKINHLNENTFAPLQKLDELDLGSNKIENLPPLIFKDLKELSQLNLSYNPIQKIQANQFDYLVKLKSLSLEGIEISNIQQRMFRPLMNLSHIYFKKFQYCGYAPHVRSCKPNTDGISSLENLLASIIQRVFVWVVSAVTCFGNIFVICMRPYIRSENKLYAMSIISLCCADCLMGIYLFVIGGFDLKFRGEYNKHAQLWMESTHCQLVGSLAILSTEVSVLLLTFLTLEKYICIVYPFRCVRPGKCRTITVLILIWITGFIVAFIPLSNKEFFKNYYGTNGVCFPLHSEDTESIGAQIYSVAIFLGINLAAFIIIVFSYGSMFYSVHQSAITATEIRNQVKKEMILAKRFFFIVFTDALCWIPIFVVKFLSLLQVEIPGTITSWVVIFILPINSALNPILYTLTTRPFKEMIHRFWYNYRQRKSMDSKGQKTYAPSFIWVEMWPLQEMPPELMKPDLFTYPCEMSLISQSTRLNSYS
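HEK293T cells stably expressing RXFP1 were pretreated with the PDE4 inhibitor Ro 20174, exposed to compounds for 30 min at 37C, lysed, and cAMP was read by TR-FRET. Data normalized to buffer (basal) and 29 nM porcine relaxin (100%).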
RXFP1 antag: RXFP1 (human) relaxin receptor antagonism | Q9HBX9 | actives 0.59% (n = 350,000) | HEK293-RXFP1, relaxin-stimulated cAMP HTRF, 30 min; hits give low values | activity change, negative = inhibition, % at 57.5 µM;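 active means activity change of -60% or lower, but not beyond a set lower limit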; further: on the % scale 0 is the no-effect control and ±100 the full control effect
D1 antagonist: human D1 dopamine receptor antagonism. P21728. HEK293 TREx D1 cells, calcium flux, dopamine EC80; hits give low values. activity change, negative = inhibition, % at 10 µM. actives 3.2% (n = 360,000). AID 504652; in the data active means activity change below about -30%; further: on the % scale 0 is the no-effect control and ±100 the full control effect
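HEK293 T-REx cells expressing inducible, force-coupled D1 receptor; no-wash Ca dye, 30–90 min RT. Cmpd → 180 s read at 1 Hz → EC80 DA → 180 s read.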
Numbers without * were called inactive; nt = no result given; & = joins results of further samples. Unless noted, the call rests on the fitted dose curve; in most records, active means well fitted curve in the direction sought with a large enough effect; inconclusive means small, poorly fitted or top-dose-only effect, or another doubt; inactive means no such curve, though single readings can be large; an effect the other way counts as inactive or inconclusive. The list is partial; rates above refer to the full screens.

compound	RXFP1 antag	D2 PAM	Vif-A3F inh	D1 potentiator	GRP78 ERSR act	D1 agonist	D1 antagonist	RXFP1 ag	Vif-A3G inh
Cc1ccc(C)c(N2CCN(C(=O)CN3C(=S)NC(C)(C)CC3C)CC2)c1 (configuration not stated)	-14	2	6%	-5	-3%	14	-14	0.1%	3%
CCOc1ccc(-n2c(SCC(=O)O)nc3sc4c(c3c2=O)CCCC4)cc1	-31	-1	-12%	-3	0%	1	5	19%	-7%
CC12CN3CCN(CC(C3)/C1=N\NC(=O)Nc1cccc(Cl)c1)C2	-1	nt	0%	2	-3%	-1	18	0.3%	0%
COc1ccc(C(=O)NC(=S)N2CCOCC2)cc1Br	-4	-5	-26%	-1	1%	4	-2	0.9%	-7%
Cc1cccc(NC(=O)c2ccc3c(c2)C(=O)N(c2ccccn2)C3=O)c1C	10	-2	-3%	-6	-4%	3	-21	3.1%	6%
Cc1ccc(-c2nc3c(c(SCC(=O)Nc4cccc(C(=O)O)c4)n2)Cc2cccc(C)c2O3)cc1	nt	-8	nt	1	2%&1%	1	-3	0.3%	-3%&2%
CC1(C)CC(=O)C(C(=O)Cc2ccccc2[N+](=O)[O-])C(=O)C1	14	nt	0%	4	-4%	1	5	-1.1%	0%
Cn1c(SCC(=O)Nc2ccc3nc(SCC(=O)N4CCCC4)sc3c2)nnc1-c1ccccc1	-38	1	-7%	0	-3%	1	-20	0.5%	-6%
COc1cc(NC(=O)CN2C(=O)C(c3ccc(Cl)cc3)=NC23CCCCC3)cc(OC)c1	3	0	nt	2	nt	11	3	-1.4%	nt
CCN(CC)S(=O)(=O)c1ccc(NCc2ccccn2)nc1	11	-6	-10%	-3	0%	2	-2	0.0%	0%
Cc1ccc(NC(=O)c2cc(NC(=O)/C=C\C(=O)O)ccc2N2CCCCC2)cc1	-17	-7	3%	2	-1%	1	7	-2.1%	7%
O=S(=O)(c1ccc(Cl)cc1)N1CCCN(c2ccc(C(F)(F)F)cn2)CC1	-25	-4	-12%	-5	0%	8	-30	-1.1%	-7%
CCn1ncc(Br)c1C(=O)Nc1ccc(OC(F)(F)F)cc1	-2	-11	-5%	-7	-4%	-1	5	0.5%	2%
CCn1c(CC(=O)Nc2cccc(Cl)c2Cl)nnc1SCCOc1ccc(OC)cc1	-10	-1	0%	-9	-3%	0	-16	0.6%	1%
N#C/C(=C\c1c[nH]c2ccccc12)C(=O)NC1CC1	-2	8	0%	1	5%	0	-13	0.1%	1%
CCOC(=O)C1=C(COC(=O)c2cc(S(=O)(=O)N3CCOCC3)ccc2F)NC(=O)NC1C (configuration not stated)	5	nt	3%	nt	-2%	nt	nt	nt	0%
CCOC(=O)c1c(NC(=O)CSc2ncn[nH]2)sc(C)c1C	-39	1	-9%	0	3%	0	-25	-2.7%	-21%
CCOC(=O)C1=C(C)NC(=O)NC1c1ccc(C)o1 (configuration not stated)	nt	5	0%	nt	-4%	2	18	0.5%	1%
N#C/C(=C/c1ccc(CNS(=O)(=O)c2ccccc2)o1)C(=O)NCc1ccccc1	-2	-5	-4%	-8	2%	0	2	-0.7%	-3%
CS(=O)(=O)c1ccc(Cl)c(NC(=O)COC(=O)COc2ccc3c(c2)CCC3)c1	15	7	-8%	2	7%	15	-10	2.0%	3%
COc1ccccc1N(C(=O)NCc1ccccc1)C1=NCC(C)S1 (configuration not stated)	-1	5	-7%	-6	-3%	5	-7	0.1%	-4%
CCCN(CCC)CCNC(=O)Cn1cnc2sc(C)c(S(=O)(=O)N3CCC(C)CC3)c2c1=O	0	nt	4%	1	-3%	0	-1	1.7%	2%
Cc1sc2c(c1C)C(O)=C(C(=O)Nc1ccccc1)S(=O)(=O)N2C	-13	0	4%	0	-2%	1	-1	-0.2%	-6%
CC(CC(=O)O)CC(=O)NNC(=O)c1cccc(Br)c1 (configuration not stated)	-34	2	1%	-6	-3%	1	8	0.5%	-1%
Cc1nc(N2CCCCC2)sc1C(=O)c1ccc(SCCO)c([N+](=O)[O-])c1	-34	27	-11%	-1	-7%	1	0	-1.5%	1%
Cc1cc(/C=C(\C#N)C(=O)NCc2ccco2)c(C)n1C1CCCC1	-6	-6	5%	0	2%	1	nt	-1.2%	1%
CC1(C)CC(=O)C/C(=N/NC(=O)CCCOc2ccc(Cl)cc2Cl)C1	11	-8	-17%	-5	0%	-1	10	4.7%	-14%
Cc1noc(C)c1CSCC(=O)N(C)CC(=O)Nc1ccc(F)c(F)c1F	3	2	-17%	0	-1%	6	-1	-1.9%	3%
CC1CCCC(NC(=O)c2cn(C)c3ccc(S(=O)(=O)N4CCCC4)cc3c2=O)C1C (configuration not stated)	nt	2	nt	-3	nt	3	0	0.1%	nt
COc1ccc(CC(=O)NCCc2sc3nc(-c4ccc(OC)cc4)nn3c2C)cc1	3	6	3%	-1	2%	-3	nt	0.6%	8%

Later entries.
compound	RXFP1 antag	D2 PAM	Vif-A3F inh	D1 potentiator	GRP78 ERSR act	D1 agonist	D1 antagonist	RXFP1 ag	Vif-A3G inh
CN(CC1CCN(CCc2cccc(C(F)(F)F)c2)CC1)C(=O)c1ccccc1	-3	-6	4%	-2	-4%	2	-7	1.0%	1%
N=P(N1CCOCC1)(N1CCOCC1)C12CC3CC(CC(C3)C1)C2	-19	6	2%	-4	-3%	3	-4	0.0%	3%
CCn1nc(C)c(CN2CCc3c([nH]c4ccccc34)C2c2ccc(F)c(OC)c2)c1C (configuration not stated)	-7	2	-15%	0	7%	-1	-16	0.8%	-19%
O=C(N(Cc1ccccc1)c1ccccn1)C12CC3CC(CC(C3)C1)C2	-5	-7	2%	-2	-1%	0	-2	-0.6%	0%
CCOc1ccc(NC(=O)CSc2nncc(=O)[nH]2)cc1	-8	-8	-3%	-6	-3%	3	0	2.1%	2%
COc1ccc(OC)c(-c2nc3ccccc3nc2-c2ccccc2)c1	-35	4	5%	-1	-3%	5	-3	-2.5%	-18%
COc1ccc(C2=NN(C(=O)CCC(=O)O)C(c3ccccc3F)C2)cc1 (configuration not stated)	-15	5	9%	1	0%	0	8	3.0%	1%
CCOc1ccc(CNC(=O)c2ccc3nc(Cc4ccc(OC)cc4)oc3c2)cc1OC	nt	13	5%	0	-2%	12	-2	1.6%	4%
Cc1ccc(S(=O)(=O)N(CCCN2CCCC2=O)Cc2cc3c(C)ccc(C)c3[nH]c2=O)cc1	-4	12	0%	-6	-6%	0	7	4.5%	-3%
Cc1ccc(OCCOCCn2cnc3ccccc3c2=O)cc1C	nt	-6	nt	-2	nt	3	3	3.2%	nt
CC(C)[C@H](NC(=O)c1ccc(Cl)cc1Cl)C(=O)NNc1cccc(C(=O)O)c1	-7	nt	15%	nt	-5%	nt	nt	nt	-5%
CC1CC(C)(C)NC(=S)N1CC(=O)N(C)Cc1ccccc1 (configuration not stated)	3	12	-1%	-4	-5%	2	6	0.1%	0%
CC(C)c1ccc(S(=O)(=O)Nc2ccc(O)c(Sc3nc4ccccc4s3)c2)cc1	nt	2	3%	-2	-2%	2	14	-0.4%	1%
Cc1cccc(N2CC(C(=O)Nc3ccc(S(=O)(=O)N4CCOCC4)cc3)CC2=O)c1 (configuration not stated)	-9	5	9%	5	0%	8	-3	-3.5%	0%
COc1ccc(N2CCN(C(=O)C3CCN(S(=O)(=O)N4CCOCC4)CC3)CC2)cc1	-26	18	-4%	1	-1%	6	36	-0.9%	2%
Cc1cccc(N(C)S(=O)(=O)c2cccc3nsnc23)c1	6	2	0%	-1	-2%	0	-11	2.2%	-2%
Cn1c(=O)oc2cc(S(=O)(=O)N3CCCC(C(=O)N4CC=C(c5ccccc5)CC4)C3)ccc21 (configuration not stated)	nt	-13	nt	-7	nt	5	-28	0.2%	nt
O=C(c1ccc(-c2nnc(-c3ccccc3)o2)cc1)N1CCCCCC1	4	-7	-1%	2	-3%	5	-4	3.2%	-2%
Cc1cc(S(=O)(=O)Nc2cccc([N+](=O)[O-])c2)c(C)s1	6	0	-6%	-2	3%	3	1	0.0%	-1%
Cc1ccc(N2C(=O)NC(NS(=O)(=O)c3ccccc3)(C(F)(F)F)C2=O)cc1 (configuration not stated)	-14	13	-2%	0	-1%	2	12	0.9%	7%
O=C(Nc1ccc(S(=O)(=O)Nc2ccccn2)cc1)C(F)(F)F	-5	5	2%	-1	1%	3	-2	3.2%	1%
C[C@H](NC(=O)C1(c2ccccc2)CCN(C(=O)[C@H]2CSCN2C(=O)OC(C)(C)C)CC1)C(=O)O	7	4&-8	-2%	-7&-2	-2%	1&1	3&11	1.7%&3.5%	-1%
Cc1ccc(C(=O)CC2(O)C(=O)N(CCc3ccccc3)c3ccc(Br)cc32)cc1 (configuration not stated)	nt	-3	-16%	1	5%	9	13	6.6%	-19%

Results in D1 potentiator and Vif-A3G inh (2 entries from above):
smiles,D1 potentiator,Vif-A3G inh
COc1ccc(OC)c(-c2nc3ccccc3nc2-c2ccccc2)c1,-1,-18%
O=C(c1ccc(-c2nnc(-c3ccccc3)o2)cc1)N1CCCCCC1,2,-2%

Compound activity deposited in PubChem by National Center for Advancing Translational Sciences (NCATS).
